LDHA block: LDHA (human) enzyme inhibition. 480,000 tested, 0.15% active. purified LDHA, NADH/diaphorase-resazurin fluorescence; active compounds read low. AID 1347041. activity change, % (values are at about 110 or 230 µM); in the data active = activity change below about -30%; inconclusive = mostly about -25% to -30%;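 also: plate controls were DMSO wells for no effect and wells without enzyme for full effect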
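Human LDH5 (2 nM) was incubated with 0.06 mM NADH and 0.2 mM pyruvate for 5 min at room temperature in Tris pH 7.4. Remaining NADH was coupled through diaphorase/resazurin, and resorufin fluorescence was read at 0 and 20 min.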
RGS4 inhibitor: inhibitors of human regulator of G protein signaling 4; Transcreener GDP fluorescence polarization, RGS4-accelerated GTP hydrolysis; Potency, µM (top dose mostly 114 µM), inactives show at the highest dose activity change, negative = inhibition, most hits filed as inhibitors; 390,000 tested, 0.039% active; also: potency is read from the fitted curve at half-maximal effect; % is scaled to controls: 0 for no effect and ±100 for the full control effect; nearly all actives have a fitted effect of over 75% in size; some results filed as inactive show a strong effect at the top dose
Target sequence (P49798 whole entry, looked up): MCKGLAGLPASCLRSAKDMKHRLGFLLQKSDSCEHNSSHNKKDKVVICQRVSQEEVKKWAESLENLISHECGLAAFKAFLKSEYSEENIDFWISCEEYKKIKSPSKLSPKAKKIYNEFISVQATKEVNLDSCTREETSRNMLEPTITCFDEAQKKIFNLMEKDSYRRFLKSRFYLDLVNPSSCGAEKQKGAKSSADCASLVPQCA
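MLSMR compounds (23 nl, pin-transferred) preincubated 10 min at room temperature with a 500nM (2x) first reagent, then RGS4 at 900nM (2x) plus Transcreener GDP mix added; fluorescence polarization (620/688 nm) read before and after 90 min at 30 °C.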
ERG Ets-DNA blk: ERG Ets/DNA interaction inhibition. P11308. fluorescence polarization, His-ERG Ets domain / labelled DNA. Potency, µM (highest dose often 76.9 µM), inactives show top-dose FP activity, negative = inhibition, usual class: inhibitors. 370,000 tested, 0.028% active. AID 624246; active = well fitted inhibition curve with a large enough effect in the polarisation, with a control signal flat; inconclusive = small, poorly fitted or top-dose-only effect, or effect the other way, or a change in a side signal; inactive = no such curve, though single readings can be large or run the other way; the % refers to the polarisation;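 also: polarization taken with two DNA probes labelled with fluorescein and Texas red; potency is read from the fitted curve at half-maximal effect; % of control where 0% means no effect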
Target sequence (P11308 whole entry, looked up, the tested form may be a part): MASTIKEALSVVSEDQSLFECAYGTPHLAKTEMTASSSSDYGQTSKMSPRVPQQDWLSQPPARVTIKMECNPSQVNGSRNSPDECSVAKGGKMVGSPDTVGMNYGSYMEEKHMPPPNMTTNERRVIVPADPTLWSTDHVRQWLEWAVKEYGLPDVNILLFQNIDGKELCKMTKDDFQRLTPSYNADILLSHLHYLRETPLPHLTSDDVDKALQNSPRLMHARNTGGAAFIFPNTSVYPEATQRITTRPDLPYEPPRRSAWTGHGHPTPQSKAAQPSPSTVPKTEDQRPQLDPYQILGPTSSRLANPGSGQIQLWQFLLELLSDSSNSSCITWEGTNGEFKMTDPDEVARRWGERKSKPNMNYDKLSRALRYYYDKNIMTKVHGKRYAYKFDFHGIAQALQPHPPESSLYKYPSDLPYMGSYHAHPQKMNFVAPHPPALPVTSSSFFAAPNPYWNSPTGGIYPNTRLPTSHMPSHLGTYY
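His-tagged ERG Ets domain (1 uM in the protein solution; 300mM KCl, 50mM Tris-HCl, 1mM EDTA, 1mM DTT, pH 7.5) received compound, then a probe mix of 5 nM fluorescein-DNA and 100nM Texas-615-DNA. Fluorescence polarization was read for both dyes.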
ALOX12 inh: blocks human arachidonate 12S-lipoxygenase. P18054. 580,000 tested, 1.1% active. Potency, µM (titrated, usually from 108 µM), without a hit: at the top dose activity change, negative = inhibition, hits mostly inhibitors. purified 12hLO, xylenol orange hydroperoxide absorbance; also: potency is read from the fitted curve at half-maximal effect; % is scaled to controls: 0 for no effect and ±100 for the full control effect
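Hydroperoxide product was detected by ferrous iron/xylenol orange as the 573 to 405 nm absorbance ratio. Arachidonic acid at 40 uM (final) was turned over for 30 min at room temperature by 150 nM human 12hLO, pH 7.0 Hepes buffer, after 15 min compound preincubation.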
APE1 inh: APE1 (human) endonuclease inhibition; P27695; 350,000 tested, 0.35% active; recombinant APE1, TAMRA/BHQ-2 abasic DNA cleavage fluorescence; Potency, µM (highest dose often 65.8 µM), inactives show at the highest dose activity change, negative = inhibition, hits mostly inhibitors; AID 2517;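 also: potency is read from the fitted curve at half-maximal effect; plate controls were vehicle for no effect and reference inhibitor for full effect; nearly all actives have a fitted effect of over 55% in size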
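Endonuclease cleavage of a quenched abasic-site DNA duplex (50 nM) by APE1 (0.75 nM) was tracked by TAMRA dequenching. Compounds were preincubated with enzyme 15 min at room temperature; data normalized to buffer-only and DMSO wells plus NSC13755 control.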
Pol eta inh: DNA polymerase eta (human) inhibition. 390,000 tested, 1.2% active. recombinant Pol eta, fluorescent DNA replication assay. Potency, µM (top dose mostly 114 µM), for inactives: at the top dose activity change, negative = inhibition, actives largely listed as inhibitors. Q9Y253. AID 588591; also: potency is read from the fitted curve at half-maximal effect; % is scaled to controls: 0 for no effect and ±100 for the full control effect
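Pol eta (10 nM) was preincubated with compounds for 15 min at room temperature, after which fluorescent replication substrate (50 nM final) was added to start the reaction. Fluorescence was read kinetically at 0 and 10 min.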
Apoferritin bind: binds horse apoferritin like a general anesthetic. P02791. apoferritin/1-aminoanthracene competitive binding, fluorescence. Potency, µM (top dose mostly 77.5 µM), without a hit: at the top dose activity change, negative = displacement, usual class: inhibitors. 350,000 tested, 0.074% active. AID 485281; also: potency is read from the fitted curve at half-maximal effect; % is scaled to controls: 0 for no effect and ±100 for the full control effect; nearly all actives have a fitted effect of over 20% in size
Target sequence (P02791 2-175 limits assumed): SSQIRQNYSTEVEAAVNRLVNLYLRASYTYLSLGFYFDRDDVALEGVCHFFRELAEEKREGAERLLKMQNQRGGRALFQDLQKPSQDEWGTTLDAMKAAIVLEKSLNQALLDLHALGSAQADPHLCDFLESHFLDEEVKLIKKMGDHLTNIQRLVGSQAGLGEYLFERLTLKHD
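Read-out: endpoint 1-AMA fluorescence, excitation 380 nm and emission 535 nm, after compounds sit 10 min at room temperature with 10 uM horse-spleen apoferritin in 50% saturated 1-AMA/PBS. Values come from four-parameter Hill fits.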
POLK inh: DNA polymerase kappa (human) inhibition | Q9UBT6 | purified Pol kappa, fluorescent DNA synthesis assay, 10 min | Potency, µM (doses to about 107 µM), for inactives: top-dose activity, negative = inhibition, usual class: inhibitors | 400,000 tested, 0.53% active | AID 588579; also: potency is read from the fitted curve at half-maximal effect; % is scaled to controls: 0 for no effect and ±100 for the full control effect
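Fluorescent qHTS in 1536-well format: enzyme (10 nM) and compound sat 15 min at room temperature before 50 nM substrate (final) was added. Signal taken at 0 and 10 min; no-enzyme buffer wells were negative controls.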
Pol beta inh: DNA polymerase beta (human) inhibition; Potency, µM (series often up to 114 µM), inactives show at the top dose activity change, negative = inhibition, usual class: inhibitors; Pol beta primer extension/strand displacement, fluorescence kinetic; P06746; 340,000 tested, 1.3% active; AID 485314; also: potency is read from the fitted curve at half-maximal effect; % is scaled to controls: 0 for no effect and ±100 for the full control effect
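Preincubation: enzyme (10 nM) with compound, 15 min, RT. Reaction: substrate added to 50 nM final. Reads: 0 and 10 min. Analysis: normalized, Hill fit.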
The depositor's hits bear a star; ? = inconclusive; . = not tested or not shown; & = joins results of further samples; [ ] = another dose, or the depositor's remark. Unless noted, calls follow the shape of the dose curve; as a rule, active = well fitted curve in the direction sought with a large enough effect; inconclusive = small, poorly fitted or top-dose-only effect, or another doubt; inactive = no such curve, though single readings can be large; an effect the other way counts as inactive or inconclusive. A portion of the library; count on the stated rates, not on these rows.

SMILES	LDHA block	RGS4 inhibitor	ERG Ets-DNA blk	ALOX12 inh	APE1 inh	Pol eta inh	Apoferritin bind	POLK inh	Pol beta inh
O=C(COC(=O)c1ccc(Cl)c(S(=O)(=O)NCc2ccccc2)c1)NCC1CCCO1 (stereo not given)	-1	13%	-6%	-19%	2%	-14%	-4%	-1%	13%
Cc1ccc(C(=O)N/N=C\c2ccc[nH]2)cc1[N+](=O)[O-]	-4	12%	-3%	0%	4%	-6%	-11%	-10%	19%
Cc1ccc(NC(=O)CN2C(=O)CSc3ccc(S(=O)(=O)N4CCCC4)cc32)cc1F	1	-18%	0%	0%	.	-20%	-4%	2%	6%
CCCCOc1ccc(Br)cc1CSC(=N)N	-8	-33%	1%	?	-1%	-12%	-6%	-17%	21%
N#Cc1ccc(NCC(=O)Nc2ccc3c(c2)OCCO3)cc1	-14	-20%	1%	-6%	-4%	-21%	-8%	0%	-17%
CN(C)CCCNC(=S)NCc1ccc(Cl)cc1	-4	-20%	1%	-11%	1%	-11%	-10%	-9%	0%
CC(C)(C)NC(=O)COC(=O)c1cc(Br)ccc1Cl	-3	-6%	-7%	2%	-6%	-2%	?	6%	3%
Cc1cccc(S(=O)(=O)Nc2nc3ccccc3nc2Nc2ccc3c(c2)OCO3)c1	-2&-1	-13%	6%	11%&-12%	3%	-17%	108%[activator]	-7%	-15%
CCOC(=O)c1ncc2[nH]c3cccc(OC(C)C)c3c2c1C	.	.	.	?	-5%	.	?	-12%[60.1 µM]	.
Cc1cc(C)nc(N(C#N)Cc2ccccc2)n1	-10	17%	-2%	-8%	-7%	6%	-15%	-5%	-4%

Random excerpt: two records from the list
SMILES	LDHA block	RGS4 inhibitor	ERG Ets-DNA blk	ALOX12 inh	APE1 inh	Pol eta inh	Apoferritin bind	POLK inh	Pol beta inh
CN(C)CCCNC(=S)NCc1ccc(Cl)cc1	-4	-20%	1%	-11%	1%	-11%	-10%	-9%	0%
CC(C)(C)NC(=O)COC(=O)c1cc(Br)ccc1Cl	-3	-6%	-7%	2%	-6%	-2%	?	6%	3%

(cont.)
SMILES	LDHA block	RGS4 inhibitor	ERG Ets-DNA blk	ALOX12 inh	APE1 inh	Pol eta inh	Apoferritin bind	POLK inh	Pol beta inh
O=C(c1n[nH]c2ccccc12)N1CCN(S(=O)(=O)c2ccc(Cl)cc2)CC1	1	7%	1%	-12%	14%	-17%	.	-3%	.
CNC(=O)c1sc2nc(-c3ccc(OC)cc3)cn2c1C	-6	-15%	1%	-14%	?	-21%	-3%	-13%	1%
Cc1cccc(N2C(=O)N3[C@H](c4ccc(F)cc4)[C@@H]4C(=O)N(C5CCCCC5)C(=O)[C@@H]4[C@]3(Cc3ccccc3)C2=O)c1	-4	-24%	5%	10%	-15%	-13%	-10%	3%	3%
Cc1cc(Oc2ccc(C#N)cc2)nc(N2CCOCC2)n1	-9	17%	4%	0%	-4%	-8%	-9%	-1%	47%
Cc1ccc(NCc2nnc(SCc3ccc(C#N)cc3)n2Cc2ccco2)c(C)c1	9	-12%	3%	?	-5%	-3%	0%	-19%	0%
COc1ccc(C2/C(=C(/O)c3ccc(C)cc3)C(=O)C(=O)N2c2ccccn2)cc1 (stereo not given)	-1	-3%	11%	?	4%	-9%	2%	-13%	18%
CSc1ccc(CCNC(=O)c2ccc3c(c2)c(C)c(C)n3Cc2ccc(F)cc2)cc1	0	-1%	0%	-7%	.	18%	79%[activator]	-11%	1%
CCC(=O)Nc1ccc2c(c1)Cc1cc(NC(=O)CC)ccc1-2	-3	7%	-6%	22%	32%	-10%	4%	-4%	33%
CCCCCCC1CC(=O)NC(=S)N1 (stereo not given)	-7	-5%	7%	-15%	-2%	-16%	-10%	0%	20%
Cc1ccc2[nH]c(=O)c3cc(C(=O)N4CCN(C(=O)c5ccco5)CC4)sc3c2c1	-5	-7%	-5%	-8%	?	-4%	0%	-20%	?
c1ccc(CNc2nc(N3CCOCC3)nc(N3CCOCC3)n2)cc1	-1	-18%	1%	1%	-3%	-14%	-3%	0%	5%
CC(=O)c1ccc(NC(=O)Cn2nc(C)c([N+](=O)[O-])c2C)cc1	-4	-34%	4%	-7%	8%	-6%	-5%	-1%	-18%
CN1CC(=O)N(CC(=O)Nc2ccc(Br)cc2F)C1=O	-2	-9%	15%	-12%	3%	-10%	-10%	2%	-8%
CCC(=O)N(c1nnc(SCC(=O)Nc2ccccc2Cl)s1)C1CC1	2	6%	1%	-15%	14%	-11%	.	-9%	.
CN(Cc1ccc(Cl)cc1)C(=O)COC(=O)CSc1ccc([N+](=O)[O-])cc1	-3	?	8%	-16%	-13%	-11%	.	-15%	.
COC(=O)C1(C)NC(c2cccc(C)c2)C2C(=O)N(c3ccc(F)cc3)C(=O)C21 (stereo not given)	1	6%	7%	3%	13%	-6%	-7%	16%	2%
COCCNC(=O)C(c1ccc(C)o1)N(C(=O)c1snc(C(N)=O)c1N)c1ccc(C)cc1 (stereo not given)	-6	-3%	.	-10%	3%	-11%	-3%	-5%	?
CC(=O)c1sc(NC(=O)C2(F)C(F)(F)C(F)(F)C(F)(F)C(F)(F)C2(F)F)nc1C	0	-38%	.	-4%[57.4 µM]	-6%	-10%	?	-6%	65%
CSCCC(NC(=O)c1occc1C)C(=O)O (stereo not given)	0	21%	1%	362%[activator]	-1%	-15%	-7%	-14%	0%
COc1ccccc1CNC(=O)CCCCn1c(=O)c2ccccc2n(Cc2ccccc2C)c1=O	-3	12%	1%	-27%	.	4%	-2%	-5%	-2%

Structural class: the compounds so far with a nitro group on carbon (3)
SMILES	LDHA block	RGS4 inhibitor	ERG Ets-DNA blk	ALOX12 inh	APE1 inh	Pol eta inh	Apoferritin bind	POLK inh	Pol beta inh
Cc1ccc(C(=O)N/N=C\c2ccc[nH]2)cc1[N+](=O)[O-]	-4	12%	-3%	0%	4%	-6%	-11%	-10%	19%
CC(=O)c1ccc(NC(=O)Cn2nc(C)c([N+](=O)[O-])c2C)cc1	-4	-34%	4%	-7%	8%	-6%	-5%	-1%	-18%
CN(Cc1ccc(Cl)cc1)C(=O)COC(=O)CSc1ccc([N+](=O)[O-])cc1	-3	?	8%	-16%	-13%	-11%	.	-15%	.

Looked up above.
`COCCNC(=O)C(c1ccc(C)o1)N(C(=O)c1snc(C(N)=O)c1N)c1ccc(C)cc1` (stereo not given) @ Apoferritin bind: -3%
`CCC(=O)N(c1nnc(SCC(=O)Nc2ccccc2Cl)s1)C1CC1` @ ERG Ets-DNA blk: 1%
`CSc1ccc(CCNC(=O)c2ccc3c(c2)c(C)c(C)n3Cc2ccc(F)cc2)cc1` @ POLK inh: -11%
`CN1CC(=O)N(CC(=O)Nc2ccc(Br)cc2F)C1=O` @ Pol beta inh: -8%
`CC(C)(C)NC(=O)COC(=O)c1cc(Br)ccc1Cl` @ ALOX12 inh: 2%

Additional results
SMILES	LDHA block	RGS4 inhibitor	ERG Ets-DNA blk	ALOX12 inh	APE1 inh	Pol eta inh	Apoferritin bind	POLK inh	Pol beta inh
COc1cccc(C2C3=C(N=C4SCC(=O)N42)c2ccccc2CC3)c1OC (stereo not given)	10	-30%	1%	-4%	9%	-16%	-15%	1%	11%
CC(=O)NC1(c2nnnn2CCOC(=O)Nc2ccc(Cl)cc2)CCCCC1	-13	?	4%	102%[activator]	1%	-17%	-9%	-10%	16%
CCOC(=O)[C@@H]1[C@H]2COc3cc(OC)ccc3[C@@H]2N2C(=O)N(c3ccc(OC)cc3)C(=O)[C@@]12C	-3	3%	0%	3%	-12%	-3%	.	-4%	.
COc1ccc(C(=O)Oc2c(Sc3ccccc3)c(C)nn2-c2ccccc2)c(OC)c1	-9	-12%	0%	?	.	?	60%[activator]	-18%	29%
CC(C)(C)c1ccc(S(=O)(=O)N2CCN(Cc3noc(CCC(=O)N4CCCCC4)n3)CC2)cc1	-3	-1%	0%	?	.	-8%	-1%	?	16%
COc1cccc(OC)c1C(=O)N[C@@H]1C(=O)N2[C@@H]1SC(C)(C)[C@@H]2C(=O)O	-4	-3%	-17%	-20%	-4%	-18%	.	1%	.
CCC(=O)N1N=C(c2ccc(C)cc2)CC1c1ccco1 (stereo not given)	-1	-7%	-4%	22%	-5%	-20%	-12%	1%	10%
COc1ccc(OC)c(NC(=O)CC2SC(=NCc3ccccc3)NC2=O)c1 (stereo not given)	0	-8%	-2%	-13%	6%	-11%	-18%	-1%	?
COc1ccc(N2C(=O)C3CCCN3C2c2ccccc2OC)cc1 (stereo not given)	1	-16%	-6%	433%[activator]	-4%	-12%	-4%	-12%	36%
CC(=O)Nc1ccccc1C(=O)C(=O)Nc1ccc(C)c(C)c1	-18	4%	3%	0%	2%	-7%	-3%	-4%	0%
CN1CCN(C(=O)C(=O)Nc2c3c(nn2-c2cccc(Cl)c2)CSC3)CC1	0	-4%	3%	-12%	.	-18%	2%	-1%[60.1 µM]	1%
Cc1cc(NCCCn2ccnc2)n2c(nc3ccccc32)c1C#N	-1	-23%[11.4 µM]	-13%	0%	-3%	-15%	79%[activator]	-3%	?
CCN(CC)c1ccc(-c2nc(-c3ccccn3)no2)cc1[N+](=O)[O-]	-2	5%	-3%	0%	.	-3%	-2%	-3%	-2%
O=[N+]([O-])c1ccc(N=Nc2ncc[nH]2)cc1	-1	-15%	50%[activator]	-3%	28%	7%	-3%	-12%	22%
